Screening results: PubChem BioAssay, National Center for Advancing Translational Sciences (NCATS)
TrxR1 substrate: qHTS Assay for Substrates of Mammalian Selenoprotein Thioredoxin Reductase 1 (TrxR1): qHTS. Thioredoxin reductase 1, cytoplasmic (Rattus norvegicus), O89049. purified TrxR1 substrate turnover, NADPH consumption readout. Potency, µM (doses to about 114 µM), without a hit: at the highest dose activity change, negative = substrate turnover. 0.01% of 390,000 active; note: potency is the fitted concentration of half-maximal effect; % is set by controls: 0 for no effect and ±100 for the full control effect; nearly all actives have a fitted effect of over 50% in size
Target sequence (O89049 whole entry, looked up): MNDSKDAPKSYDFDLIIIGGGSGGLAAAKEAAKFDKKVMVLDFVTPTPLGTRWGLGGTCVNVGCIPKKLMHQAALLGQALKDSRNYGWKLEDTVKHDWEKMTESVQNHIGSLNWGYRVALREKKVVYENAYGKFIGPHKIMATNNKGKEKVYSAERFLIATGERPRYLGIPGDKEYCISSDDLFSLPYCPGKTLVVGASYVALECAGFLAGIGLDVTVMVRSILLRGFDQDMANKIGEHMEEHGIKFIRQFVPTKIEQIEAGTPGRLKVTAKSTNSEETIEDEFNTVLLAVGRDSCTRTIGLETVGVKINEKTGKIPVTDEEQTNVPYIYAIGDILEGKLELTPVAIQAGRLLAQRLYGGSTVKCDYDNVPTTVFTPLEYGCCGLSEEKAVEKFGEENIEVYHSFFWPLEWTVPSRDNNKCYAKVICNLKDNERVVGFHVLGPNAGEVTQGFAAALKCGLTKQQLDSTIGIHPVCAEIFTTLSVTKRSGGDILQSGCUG
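Rat TrxR1, dispensed at 90 nM, was prereduced with 400 uM NADPH (final) for 5 min at ~22 deg C, then incubated with compound 15 min before 400 uM selenite. A first-read NADPH fluorescence drop versus no-compound background flagged substrates.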
LDHA inh: qHTS assay for inhibitors of human lactate dehydrogenase. L-lactate dehydrogenase A chain (Homo sapiens), P00338. purified LDHA, NADH/diaphorase-resazurin fluorescence; active compounds read low. activity change, % (values are at about 110 or 230 µM). 0.15% of 480,000 active; in the data active = activity change below about -30%; inconclusive = mostly about -25% to -30%;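 note: plate controls were DMSO wells for no effect and wells without enzyme for full effect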
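Human LDH5 at 2 nM final in Tris HCl pH 7.4 with 0.06 mM NADH and 0.2 mM pyruvate, reacted 5 minutes at room temperature. Remaining NADH coupled via diaphorase/resazurin; resorufin fluorescence read at 0 and 20 minutes, normalized to enzyme-free and DMSO wells.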
mIDH1 inhibitor: qHTS for Inhibitors of mutant isocitrate dehydrogenase 1 (IDH1): qHTS | Isocitrate dehydrogenase [NADP] cytoplasmic (Homo sapiens), O75874 | Potency, µM (top dose mostly 76.6 µM), without a hit: at the top dose activity change, negative = inhibition, most hits filed as inhibitors | IDH1-R132H enzyme, NADPH consumption, diaphorase/resazurin fluorescence | 0.093% of 390,000 active; note: potency is the fitted concentration of half-maximal effect; % is set by controls: 0 for no effect and ±100 for the full control effect; nearly all actives have a fitted effect of over 65% in size
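IDH1-R132H (0.5 ug/mL) preincubated 30 min with compound, then NADPH (0.016 mM) and alpha-KG (2 mM) added; 80 min at RT, pH 7.5. Remaining NADPH coupled via diaphorase/resazurin to fluorescence (540/590 nm); concentration-response curves normalized to no-enzyme control.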
USP1 inh: Inhibitors of USP1/UAF1: Primary Screen; Ubiquitin carboxyl-terminal hydrolase 1 (Homo sapiens), O94782; recombinant USP1/UAF1, Ub-Rhodamine cleavage fluorescence; Potency, µM (doses to about 57.1 µM), inactives show at the highest dose activity change, negative = inhibition, actives largely listed as inhibitors; 0.23% of 390,000 active; AID 743255, 2014; note: potency is the fitted concentration of half-maximal effect; % is set by controls: 0 for no effect and ±100 for the full control effect; nearly all actives have a fitted effect of over 60% in size; inactives centre near -12
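In this screen, compounds sit with the deubiquitinase complex (1nM) for 15 min at room temperature before Ub-Rho is added at 150nM final. Fluorescence rise is then followed for 6 reads every 60 seconds.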
Glioma ERSR ind: qHTS for Inducers of the Endoplasmic Reticulum Stress Response (ERSR) in Human Glioma: qHTS; 0.02% of 420,000 active; U87-MG GRP78 promoter luciferase reporter, 16 h; AID 602332, 2012; Potency, µM, for inactives: top-dose activation, actives largely listed as activators; note: potency is the fitted concentration of half-maximal effect; series mostly up to about 76 µM; % of control where 0% means no effect; nearly all actives have a fitted effect of over 35% in size
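Stably transfected U87-MG glioma cells carrying a GRP78-based luciferase sensor; 16 h compound incubation. Luminescence end-point read 10 min after Bright-Glo addition at room temperature.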
RGS4 inhibitor: Inhibitors of Regulator of G Protein Signaling (RGS) 4: qHTS | Potency, µM (top dose mostly 114 µM), inactives show at the top dose activity change, negative = inhibition, usual class: inhibitors | AID 504845, 2011 | Transcreener GDP fluorescence polarization, RGS4-accelerated GTP hydrolysis | Regulator of G-protein signaling 4 (Homo sapiens), P49798 | 0.039% of 390,000 active; note: potency is the fitted concentration of half-maximal effect; % is set by controls: 0 for no effect and ±100 for the full control effect; nearly all actives have a fitted effect of over 75% in size; some results filed as inactive show a strong effect at the top dose
Target sequence (P49798 whole entry, looked up): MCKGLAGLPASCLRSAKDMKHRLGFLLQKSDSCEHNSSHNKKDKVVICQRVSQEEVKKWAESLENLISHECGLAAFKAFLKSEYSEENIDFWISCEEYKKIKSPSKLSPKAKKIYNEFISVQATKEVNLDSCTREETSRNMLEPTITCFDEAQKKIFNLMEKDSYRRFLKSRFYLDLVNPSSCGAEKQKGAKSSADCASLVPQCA
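MLSMR compounds (23 nl, pin-transferred) preincubated 10 min at room temperature with a 500nM (2x) first reagent, then RGS4 at 900nM (2x) plus Transcreener GDP mix added; fluorescence polarization (620/688 nm) read before and after 90 min at 30 °C.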
Vif-A3G inh: qHTS for Inhibitors of Vif-A3G Interactions: qHTS | 0.076% of 410,000 active | AID 602310, 2012 | Potency, µM (series often up to 46.1 µM), for inactives: at the top dose activity, negative = active, usual class: inhibitors | HeLa A3G-eYFP + Vif (tagged APOBEC3G with the HIV-1 protein that degrades it), YFP fluorescence, overnight;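 note: potency is the fitted concentration of half-maximal effect; % is set by controls: 0 for no effect and ±100 for the full control effect; nearly all actives have a fitted effect of over 60% in size; hits raise eYFP signal because A3G escapes Vif-driven loss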
Target sequence (Q9HC16 whole entry, looked up): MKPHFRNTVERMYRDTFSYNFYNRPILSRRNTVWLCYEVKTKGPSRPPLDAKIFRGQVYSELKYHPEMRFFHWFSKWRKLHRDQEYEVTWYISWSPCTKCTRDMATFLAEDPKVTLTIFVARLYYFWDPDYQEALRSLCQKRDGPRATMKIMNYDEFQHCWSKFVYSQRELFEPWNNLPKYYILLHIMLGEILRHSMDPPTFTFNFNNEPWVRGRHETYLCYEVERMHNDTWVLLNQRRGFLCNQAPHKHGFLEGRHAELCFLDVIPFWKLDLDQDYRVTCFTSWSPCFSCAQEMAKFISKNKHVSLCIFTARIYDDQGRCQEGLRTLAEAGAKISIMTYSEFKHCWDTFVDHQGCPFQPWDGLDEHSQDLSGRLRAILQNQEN
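Read-out is eYFP fluorescence (Ex 488/Em 500-530) from Vif-expressing HeLa A3G-eYFP cells; more signal means A3G escaped Vif-mediated degradation. Cells plated overnight, compound pinned in, incubated overnight at 37 deg C.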
TrxR1 inh: qHTS Assay for Inhibitors of Mammalian Selenoprotein Thioredoxin Reductase 1 (TrxR1): qHTS; 1% of 390,000 active; AID 588453, 2011; recombinant rTrxR1, NADPH fluorescence consumption, selenite substrate; Thioredoxin reductase 1, cytoplasmic (Rattus norvegicus), O89049; Potency, µM (doses to about 114 µM), without a hit: at the top dose activity change, negative = inhibition, actives largely listed as inhibitors; note: potency is the fitted concentration of half-maximal effect; % is set by controls: 0 for no effect and ±100 for the full control effect; nearly all actives have a fitted effect of over 65% in size
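Rat TrxR1 (90 nM in the dispensed reagent) was pre-reduced with 400 uM NADPH for 5 min at room temperature, then incubated with compound for 15 min. After 400 uM selenite was added, NADPH fluorescence (Ex 340/Em 450 nm) was followed for 8 min.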
Vif-A3F inh: qHTS for Inhibitors of Vif-A3F Interactions: qHTS. HeLa A3F-eYFP + Vif (tagged APOBEC3F with the HIV-1 protein that degrades it), YFP fluorescence increase. Potency, µM (titrated, usually from 46.1 µM), for inactives: top-dose activity, negative = active. 0.2% of 390,000 active. AID 602313, 2012; note: potency is the fitted concentration of half-maximal effect; % of control where 0% means no effect; nearly all actives have a fitted effect of over 65% in size
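HeLa cells stably expressing Vif plus C-terminally eYFP-tagged A3F were seeded, incubated overnight at 37 deg C, dosed with compound, incubated overnight again at 37 deg C. Yellow fluorescence (Ex 488/Em 500-530) reported blocked Vif-mediated A3F-eYFP degradation.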
* marks the source's active call; other numbers are inactive results; & = joins results of further samples; [ ] = dose if it differs, or a comment. Unless noted, calls come from the whole dose curve; as a rule, active = well fitted curve in the direction sought with a large enough effect; inconclusive = small, poorly fitted or top-dose-only effect, or another doubt; inactive = no such curve, though single readings can be large; an effect the other way counts as inactive or inconclusive. Only part of the results is shown (hit frequency here may not be typical).

Screening CN(c1ccccc1)S(=O)(=O)c1ccc(Cl)c(C(=O)NC2=NCCS2)c1 returned TrxR1 substrate -9%, LDHA inh -13, mIDH1 inhibitor -4%, USP1 inh 0%, Glioma ERSR ind -2%, RGS4 inhibitor -13%, Vif-A3G inh -2%, TrxR1 inh -3%[57.1 µM] and Vif-A3F inh 2%.
Screening O=C(CNC(=O)c1ccccc1)Sc1ccccc1 returned TrxR1 substrate 4%, LDHA inh -5, mIDH1 inhibitor 2%, USP1 inh -19%, Glioma ERSR ind 5%, RGS4 inhibitor -18%, Vif-A3G inh 6%, TrxR1 inh 13µM* and Vif-A3F inh 3%.
For Cc1ccc(-c2noc(CSc3nc(N)cc(N)n3)n2)cc1 the results were TrxR1 substrate -4%, LDHA inh 4, mIDH1 inhibitor 6%, USP1 inh -19%, Glioma ERSR ind 6%, RGS4 inhibitor -46%, Vif-A3G inh 0%, TrxR1 inh 12% and Vif-A3F inh 1%.
COc1ccc(/C=C(/NC(=O)c2ccccc2)C(=O)N/N=C/c2sccc2C)cc1 was read as TrxR1 substrate -4%[57.1 µM], LDHA inh -12, mIDH1 inhibitor 9%, USP1 inh 0%, Glioma ERSR ind -1%, RGS4 inhibitor -2%, Vif-A3G inh 0%, TrxR1 inh 16%[57.1 µM] and Vif-A3F inh 7%.
`CN(C)c1ccc(/C=N/n2c(COc3ccccc3)n[nH]c2=S)cc1` gave TrxR1 substrate -15%, LDHA inh -4, mIDH1 inhibitor 3%, USP1 inh -3%, Glioma ERSR ind -2%, RGS4 inhibitor -51%, Vif-A3G inh 1%, TrxR1 inh inconclusive and Vif-A3F inh 2%.
COC(=O)c1ccc(C(=O)OC)c(NC(=O)CN2CCN(c3ccccc3)CC2)c1 was read as TrxR1 substrate 6%[57.1 µM], LDHA inh -7, mIDH1 inhibitor 1%, USP1 inh -11%, Glioma ERSR ind -2%, RGS4 inhibitor -9%, Vif-A3G inh -3%, TrxR1 inh 8%[57.1 µM] and Vif-A3F inh 7%.
`O=C(CCN1C(=O)c2ccccc2S1(=O)=O)Nc1ccc(Cl)cc1` gave TrxR1 substrate -1%, LDHA inh 0, mIDH1 inhibitor 2%, USP1 inh -21%, Glioma ERSR ind 1%, RGS4 inhibitor -21%, Vif-A3G inh 0%, TrxR1 inh 1% and Vif-A3F inh 1%.
For CCOC(=O)c1c(S(=O)(=O)N2CCCC(C(=O)Nc3ncccc3C)C2)c(C)n(C)c1C (stereo not drawn) the results were TrxR1 substrate -15%, LDHA inh -6&1, mIDH1 inhibitor -5%&5%, USP1 inh -24%&-17%, Glioma ERSR ind -6%&2%, RGS4 inhibitor 11%&18%, Vif-A3G inh 4%&3%, TrxR1 inh -18% and Vif-A3F inh -1%&-1%.
C/C(=N\NC(=S)NCc1ccccc1)c1ccccc1F was read as TrxR1 substrate 3%, LDHA inh -8, mIDH1 inhibitor -2%, USP1 inh -20%, Glioma ERSR ind 5%, RGS4 inhibitor -15%, Vif-A3G inh 0%, TrxR1 inh 14% and Vif-A3F inh inconclusive.
`COc1cc(NS(=O)(=O)c2ccc3c(c2)CCN3S(C)(=O)=O)cc(OC)c1` gave TrxR1 substrate 4%[57.1 µM], LDHA inh 2, mIDH1 inhibitor 17%, USP1 inh -10%, Glioma ERSR ind 3%, RGS4 inhibitor -37%, Vif-A3G inh 4%, TrxR1 inh 36%[57.1 µM] and Vif-A3F inh 0%.
`COc1ccc(NC(=O)CNC(=O)Cc2ccccc2)cc1` gave TrxR1 substrate 0%, LDHA inh -3, mIDH1 inhibitor -15%, USP1 inh -15%, Glioma ERSR ind 0%, RGS4 inhibitor 8%, Vif-A3G inh 6%, TrxR1 inh 10% and Vif-A3F inh 9%.
Screening Cc1cc(/C=C2\C(=N)N3N=C(CC(=O)N4CCOCC4)SC3=NC2=O)c(C)n1-c1ccccc1 returned TrxR1 substrate -4%, LDHA inh -1, mIDH1 inhibitor -2%, USP1 inh -12%, Glioma ERSR ind -5%, RGS4 inhibitor -17%, Vif-A3G inh 0%, TrxR1 inh 1% and Vif-A3F inh -5%.
`COc1ccc(Cl)cc1NC(=O)Cn1c(=O)oc2ccccc21` gave TrxR1 substrate 13%[57.1 µM], LDHA inh -8, mIDH1 inhibitor 23%, USP1 inh -21%, Glioma ERSR ind -2%, RGS4 inhibitor -3%, Vif-A3G inh 1%, TrxR1 inh 8%[57.1 µM] and Vif-A3F inh -59%.
CCN(C(=O)c1ccc2c(SCC(=O)O)c3c(nc2c1)CCC3)c1cc(Cl)ccc1OC was read as TrxR1 substrate -6%, LDHA inh -1, mIDH1 inhibitor inconclusive, USP1 inh -12%, Glioma ERSR ind 1%, RGS4 inhibitor 1%, Vif-A3G inh 1%, TrxR1 inh 11% and Vif-A3F inh -4%.
`COc1ccccc1-c1cc(C(=O)NCc2ccccc2)c2c(-c3ccc(C)cc3)[nH]nc2n1` gave TrxR1 substrate 0%[57.1 µM], LDHA inh 6, mIDH1 inhibitor 20%, USP1 inh -22%, Glioma ERSR ind -2%, RGS4 inhibitor 44%, Vif-A3G inh -3%, TrxR1 inh 0%[57.1 µM] and Vif-A3F inh 1%.
Screening O=C(N/N=C/c1cc(Cl)c(O)c(Cl)c1)c1cc2c(ccc3ccccc32)o1 returned TrxR1 substrate -13%, LDHA inh -10, mIDH1 inhibitor 14%, USP1 inh inconclusive, Glioma ERSR ind 4%, RGS4 inhibitor 7%, Vif-A3G inh -13%, TrxR1 inh -17% and Vif-A3F inh 8%.
Screening COc1ccc(Cl)cc1NC(=O)C[n+]1ccccc1 returned TrxR1 substrate 11%[57.1 µM], LDHA inh -4, mIDH1 inhibitor 18%, USP1 inh -20%, Glioma ERSR ind -3%, RGS4 inhibitor -20%, Vif-A3G inh 2%, TrxR1 inh 13%[57.1 µM] and Vif-A3F inh -14%.
CCN1C(=O)C(O)(C2COC(C)(C)CC2=O)c2ccccc21 (stereo not drawn) was read as TrxR1 substrate 2%, LDHA inh 3, mIDH1 inhibitor 6%, USP1 inh -14%, Glioma ERSR ind -3%, RGS4 inhibitor -3%, Vif-A3G inh 0%, TrxR1 inh 5% and Vif-A3F inh 0%.
`O=C(NC1CCCCCC1)c1cc(S(=O)(=O)N2CCCCC2)ccc1N1CCOCC1` gave TrxR1 substrate 1%[11.4 µM], LDHA inh 0, mIDH1 inhibitor -4%, USP1 inh -13%, Glioma ERSR ind 0%, RGS4 inhibitor 25%, Vif-A3G inh -2%, TrxR1 inh -18%[11.4 µM] and Vif-A3F inh -1%.
Screening COc1ccc(-c2cn3c(n2)sc2cc(C(=O)NCCCc4ccccc4)ccc23)cc1 returned TrxR1 substrate 4%, LDHA inh 0, mIDH1 inhibitor 5%, USP1 inh 1%, Glioma ERSR ind 0%, RGS4 inhibitor 18%, Vif-A3G inh -10%, TrxR1 inh 11% and Vif-A3F inh -3%.
For COc1ccc(Cl)cc1NC(=O)C(C)N1CCN(c2ccccn2)CC1 (stereo not drawn) the results were TrxR1 substrate -1%, LDHA inh -3, mIDH1 inhibitor -3%, USP1 inh -14%, Glioma ERSR ind -5%, RGS4 inhibitor -3%, Vif-A3G inh 0%, TrxR1 inh 31% and Vif-A3F inh -1%.
`COc1ccc(OC)c(S(=O)(=O)N2CCC(C(=O)NC3CCCCC3)CC2)c1` gave TrxR1 substrate 0%, LDHA inh -3, mIDH1 inhibitor 18%, USP1 inh -6%, Glioma ERSR ind -4%, RGS4 inhibitor 20%, Vif-A3G inh -5%, TrxR1 inh 10% and Vif-A3F inh -9%.
Cc1c(NC(=O)c2cc(S(=O)(=O)N3CCCCC3)ccc2Cl)c(=O)n(-c2ccccc2)n1C was read as TrxR1 substrate 1%, LDHA inh -7, mIDH1 inhibitor -10%, USP1 inh -21%, Glioma ERSR ind -4%, RGS4 inhibitor 0%, Vif-A3G inh 0%, TrxR1 inh 6% and Vif-A3F inh -6%.
`CCCC(=O)Nc1nnc(S(=O)(=O)N(C)c2ccccc2)s1` gave TrxR1 substrate 2%, LDHA inh 3, mIDH1 inhibitor 3%, USP1 inh 1%, Glioma ERSR ind -4%, RGS4 inhibitor 2%, Vif-A3G inh 1%, TrxR1 inh -16% and Vif-A3F inh 5%.
